High-throughput results (PubChem BioAssay)
STAT1 blocker – STAT1 signaling inhibitors, primary screen, cell-based, HTS, luciferase reporter | AID 920, 2007 | inhibition, % at 5.5 µM | 0.35% of 200,000 active | NIH 3T3 STAT1-luciferase reporter, IFN-gamma, luminescence;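 active = inhibition above a set limit, the mean inhibition across all tested compounds plus 3 SD, cut at about 34% in these data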;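 also: 0% = IFN-gamma with DMSO and 100% = IFN-gamma with 300 µM nifuroxazide; values of inactives mirror those of a sister screen read the other way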
Hsp70 act – Hsp70 transcriptional activators, primary screen, cell-based, HeLa, Hsp70 promoter luciferase, luminescence, 10 µM. HeLa Hsp70 promoter luciferase reporter; scaled: vehicle 0, proteasome-inhibitor control 100%. activation, % at 10 µM. 0.04% of 200,000 active;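 active = activation above the mean across all tested compounds plus 3 SD, cutoff set per campaign, cut at about 5.5% in these data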;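 also: 100% = MG132 at 30 µM as the positive control and 0% = DMSO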
STAT3 inh – IL-6 driven STAT3 reporter inhibitors, primary screen, U3A cells, luciferase, luminescence, MLSCN library; inhibition, % at 5.5 µM; IL-6 STAT3-luciferase reporter; host cell line lacks STAT1; 0.89% of 190,000 active; AID 862, 2007;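 active = inhibition above the mean inhibition across all screened compounds plus 3 SD, cut at about 44% in these data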;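 also: 0% = DMSO only wells and 100% = 100 µM nifuroxazide control wells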
STAT3 activator – IL-6 driven STAT3 reporter potentiators, primary screen, U3A cells, luciferase, luminescence, MLSCN library. IL-6 STAT3-luciferase reporter; 100% = signal with IL-6 EC80 alone. activation (% of control), % at 5.6 µM. 0.91% of 190,000 active;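 active = activation above the screen-wide mean of compound activation plus 3 SD, cut at about 130% in these data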;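 also: 0% = background luminescence of wells with medium and substrate only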
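Material: STAT3-luciferase reporter U3A cells. Controls: IL-6-treated wells, 100% activation. Read-out: % activation versus median of IL-6-stimulated wells. Probe or stimulus: IL-6 stimulus at 33 ng/mL final. Timing: compound 1 h, then IL-6 6 h at 37 °C. Signal: reporter luminescence signal.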
NF-kB expr up – activators of NF-kB expression in neurons, primary screen, cell-based, HTS; human neuronal cells, NF-kB reporter expression; active compounds read high; fold change at 12.5 µM; 1.6% of 190,000 active; in the data active = fold change above about 3.3
STAT1 activator – STAT1 signaling activators, primary screen, cell-based, HTS, luciferase reporter. NIH 3T3 STAT1-luciferase reporter, IFN-gamma, luminescence; 100% = IFN-gamma alone, no compound. activation (% of control), % at 5.5 µM. 2.6% of 200,000 active. AID 932, 2007;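 active = activation above the screen-wide mean activation plus 3 SD, cut at about 130% in these data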;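 also: raw ratio to IFN-gamma control signal so 100% means no change and 0% no light; values of inactives mirror those of a sister screen read the other way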
FLuc inhib CS – firefly luciferase enzyme inhibitors, primary screen, artefact control for luciferase-based inhibitor screens, biochemical, luminescence, ATPLite | inhibition, % at 10 µM | 10 min | Luciferin 4-monooxygenase (Photinus pyralis), P08659 | 1.5% of 200,000 active;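 active = inhibition above about 50% when tested at 10 µM, limit read from the data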
Target sequence (P08659 whole entry, looked up): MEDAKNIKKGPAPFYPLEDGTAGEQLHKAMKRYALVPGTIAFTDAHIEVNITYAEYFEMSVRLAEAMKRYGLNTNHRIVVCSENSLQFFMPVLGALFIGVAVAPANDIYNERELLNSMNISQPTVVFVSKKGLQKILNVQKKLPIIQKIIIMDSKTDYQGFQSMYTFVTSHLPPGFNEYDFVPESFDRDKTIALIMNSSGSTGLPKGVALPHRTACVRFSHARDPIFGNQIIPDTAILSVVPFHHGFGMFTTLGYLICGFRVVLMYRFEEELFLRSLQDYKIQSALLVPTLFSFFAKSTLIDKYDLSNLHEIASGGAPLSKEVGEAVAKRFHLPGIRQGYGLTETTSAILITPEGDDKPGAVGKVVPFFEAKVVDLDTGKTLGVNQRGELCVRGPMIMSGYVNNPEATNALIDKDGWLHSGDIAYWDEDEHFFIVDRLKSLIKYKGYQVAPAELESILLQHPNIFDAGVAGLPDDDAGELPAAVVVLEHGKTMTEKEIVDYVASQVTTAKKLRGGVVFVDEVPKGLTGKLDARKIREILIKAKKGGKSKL
RAM inhibit – inhibitors of the yeast RAM network, primary screen, dse1pr::URA3 reporter, 5-FOA selection. S. cerevisiae dse1pr::URA3 reporter, 5-FOA growth OD615, 2 d; analog-sensitive cbk1-as2 kinase mutant strain. inhibition, % at 50 µM. 1.8% of 190,000 active;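 active = inhibition above a set limit, 3 SD over mean compound inhibition, cut at about 8.4% in these data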;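 also: 0% = DMSO-only wells with no growth and 100% = 10 µM 1-NA-PP1 full growth; inhibition rescues growth on 5-FOA so higher OD means more RAM inhibition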
APP 5'UTR act – activators of APP 5'UTR luciferase reporter, primary screen, SH-SY5Y cells; SH-SY5Y APP 5'UTR luciferase reporter, luminescence; zero percent = DMSO vehicle wells; activation, % at 2 µM; 1% of 190,000 active; AID 1276, 2008;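 active = activation above a set limit, based on mean plus 3 SD of controls, cut at about 140% in these data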; also: values of inactives mirror those of a sister screen read the other way
APP transl inh – inhibitors of APP translation via 5'UTR reporter, primary screen, APP 5'UTR luciferase, SH-SY5Y cells; SH-SY5Y APP 5'UTR-luciferase reporter, luminescence; inhibition, % at 2 µM; 0.82% of 190,000 active;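 active = inhibition above a set limit, derived from the sample mean plus 3 SD, cut at about 45% in these data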; also: values of inactives mirror those of a sister screen read the other way
Active calls of the source: *; . = no result given. Compounds were not picked by outcome. Share with any hit: about 7.7%.

SMILES | STAT1 blocker | Hsp70 act | STAT3 inh | STAT3 activator | NF-kB expr up | STAT1 activator | FLuc inhib CS | RAM inhibit | APP 5'UTR act | APP transl inh
CCOC(=O)c1c(NC(=O)CSc2nnc(CNc3ccc(Cl)cc3)o2)sc(C)c1C | -2.5 | 0.0 | 0.6 | 102.1 | 0.79 | 104.1 | -6.5 | 3.0 | 8.9 | -8.9
COc1ccc(/C=N/NC(=O)C2C3CCCCC32C)cc1OC (stereo unspecified) | -12.2 | -0.2 | 0.4 | 106.3 | 0.84 | 110.1 | 4.8 | 0.0 | 18.0 | -18.0
COc1ccc(S(=O)(=O)N2CCN(C(=O)NCc3ccccc3)CC2)cc1 | -3.5 | -0.5 | 7.2 | 100.4 | 1.53 | 103.2 | -7.1 | 0.2 | 1.1 | -1.1
CCOC(=O)C(CCCOc1ccc(C)cc1)C(=O)OCC | 3.1 | -0.4 | 4.1 | 101.4 | 1.06 | 97.1 | -1.8 | 0.5 | -17.8 | 17.8
CCCOc1ccc(Cc2c(Cl)nc(SC)nc2OC)cc1 | 2.8 | -0.2 | 15.2 | 89.7 | 1.18 | 97.5 | -5.8 | 0.5 | 7.7 | -7.7
O=C1CCC(=O)N1c1ccc(CSc2nnnn2C2CCCCC2)cc1 | -4.5 | -0.1 | -3.3 | 105.5 | 1.13 | 104.2 | -2.1 | 0.7 | -2.8 | 2.8
CC(=O)c1cccc(NC(=O)Nc2cc3sccc3n2C)c1 | 2.3 | 0.5 | -25.4 | 120.9 | 1.18 | 98.8 | 3.1 | 4.5 | 1.6 | -1.6
CCc1ccc2[nH]c(=O)c(CN(CCN(CC)CC)C(=O)Nc3ccccc3OC)cc2c1 | 0.7 | -0.2 | 11.8 | 98.3 | 0.92 | 99.3 | 3.3 | -0.2 | 1.6 | -1.6
CC(C)(C)NC(=O)CSc1nncn1NCc1cccc2ccccc12 | 8.0 | 0.0 | 5.9 | 97.9 | 0.84 | 92.7 | -4.3 | 1.6 | 10.4 | -10.4
CCNCC(=O)N1c2ccccc2CCc2ccc(NC(C)=O)cc21 | -2.0 | -0.4 | 1.5 | 100.5 | 1.02 | 104.9 | -3.9 | -0.4 | 12.8 | -12.9
CCOP(=O)(c1ccc(N(C)C)cc1)C(O)c1ccccc1 (stereo unspecified) | -5.2 | 0.0 | 2.9 | 101.4 | 1.56 | 104.8 | -11.0 | -0.1 | 4.8 | -4.8
Cc1ccc(C(=O)n2nc(-c3ccco3)nc2N)cc1 | 24.5 | -0.3 | 12.2 | 91.5 | 0.92 | 78.1 | -4.6 | 3.7 | -2.2 | 2.2
CCOC(=O)c1c(NC(=O)C2CCN(S(=O)(=O)c3cccs3)CC2)sc(C)c1C | -0.7 | -0.3 | 0.7 | 102.0 | 0.92 | 97.5 | -6.6 | 2.1 | . | 3.9
COC(=O)c1c(NC(=O)CN2C(=O)NC3(CCc4ccccc4C3)C2=O)sc2c1CCCCC2 (stereo unspecified) | 2.5 | -0.3 | 9.2 | 95.1 | 1.11 | 97.7 | -9.6 | 4.0 | -12.0 | 12.0
CCCCNC(=S)NNC(=O)c1sccc1C | 4.9 | -0.1 | 13.4 | 98.2 | 1.14 | 95.6 | -7.6 | -0.4 | 5.9 | -5.9
Cc1ccc(S(=O)(=O)n2nc(C)c(Br)c2C)c(C)c1C | 8.5 | -0.1 | 1.8 | 106.2 | 1.07 | 92.3 | -0.7 | 1.9 | -9.1 | 9.1
OCC1(Cc2cccc(Cl)c2)CCCN(Cc2cn[nH]c2C2CCCCC2)C1 (stereo unspecified) | 4.2 | 0.1 | -3.2 | 106.8 | 0.76 | 94.6 | -4.3 | -1.0 | -1.6 | 1.6
COc1ccccc1C(=O)Nc1ccc(Br)cc1C | -29.8 | 0.2 | -17.3 | 119.2 | 1.83 | 125.3 | 13.5 | 3.6 | 42.6 | -42.6
CC(=O)N1C(C(=O)O)CSC1c1cccc(C)c1 (stereo unspecified) | -2.9 | -0.2 | -1.4 | 101.1 | 1.29 | 104.7 | -5.3 | 0.6 | -12.0 | 12.0
Cc1ccc(NC(=S)NCc2ccc3c(c2)OCO3)cc1 | 13.6 | -0.2 | -12.9 | 109.5 | 1.03 | 87.6 | -2.3 | -1.1 | 12.6 | -12.6

The last 2 entries of the section above come first, to join the parts.
SMILES | STAT1 blocker | Hsp70 act | STAT3 inh | STAT3 activator | NF-kB expr up | STAT1 activator | FLuc inhib CS | RAM inhibit | APP 5'UTR act | APP transl inh
CC(=O)N1C(C(=O)O)CSC1c1cccc(C)c1 (stereo unspecified) | -2.9 | -0.2 | -1.4 | 101.1 | 1.29 | 104.7 | -5.3 | 0.6 | -12.0 | 12.0
Cc1ccc(NC(=S)NCc2ccc3c(c2)OCO3)cc1 | 13.6 | -0.2 | -12.9 | 109.5 | 1.03 | 87.6 | -2.3 | -1.1 | 12.6 | -12.6
NS(=O)(=O)c1ccc(CNC(=S)NC2CC2)cc1 | 1.6 | -0.2 | 1.7 | 109.4 | 1.24 | 97.7 | 0.8 | 0.4 | -2.1 | 2.1
C=CCN(CC(=O)NCC1CCCO1)C(=O)CCC(=O)Nc1cc(C)on1 (stereo unspecified) | 16.6 | 0.4 | 6.4 | 97.7 | 1 | 84.6 | 1.7 | 1.9 | -0.6 | 0.6
CCOC(=O)N1CCN(C(=O)C(c2ccccc2)c2ccccc2)CC1 | 15.4 | 0.0 | 7.9 | 95.9 | 1.23 | 85.9 | -6.1 | 0.3 | -5.3 | 5.3
Cc1oc(-c2ccccc2F)nc1CN1CCC(C(=O)NCc2ccco2)CC1 | 2.7 | -0.5 | 5.2 | 97.7 | 1.01 | 97.5 | -1.8 | -0.6 | 1.4 | -1.4
COc1cccc(N2CCN(C3C4CC5CC(C4)CC3C5)CC2)c1 (stereo unspecified) | -2.4 | -0.2 | 1.1 | 105.8 | 0.97 | 102.2 | -2.9 | 2.6 | -8.3 | 8.3
Cc1ccc(N/C=C(\[N+](=O)[O-])S(=O)(=O)c2ccccc2)cc1 | -0.7 | -0.1 | 1.5 | 100.7 | 1.25 | 101.2 | -6.6 | 3.9 | 4.7 | -4.7
CC(=O)n1cc([C@H]2C=C(C(=O)N3CCOCC3)O[C@@H](OCc3ccc(CO)cc3)C2)c2ccccc21 | 6.9 | -0.3 | . | . | 0.53 | 95.0 | -0.3 | 0.6 | 3.9 | -3.9
COc1cc(C(=O)OC2CSCC2NC(=O)c2ccccc2)cc(OC)c1OC (stereo unspecified) | 8.3 | -0.2 | 5.7 | 98.9 | 1.06 | 90.9 | -3.7 | 1.5 | -4.1 | 4.1
Cc1nnsc1NC(=O)OCC(C)(C)C | -0.6 | 0.1 | 0.2 | 103.5 | 1.36 | 100.6 | -4.1 | -0.2 | 8.1 | -8.1
CCOc1ccccc1CNC(=O)CCN1C(=O)COc2ccccc21 | 10.8 | -0.2 | -1.2 | 104.9 | 1.05 | 90.0 | -5.1 | 3.1 | -2.5 | 2.5
CCn1c(=O)cc(OCC(=O)NCCCN2CCC(C)CC2)c2ccccc21 | 0.7 | 0.4 | 5.7 | 95.2 | 1.18 | 101.2 | -6.0 | 0.7 | -12.0 | 12.0
CCOC(=O)/C(N=Nc1c(Br)cc(Br)cc1Br)=C(\C)O | -7.7 | 0.0 | 2.6 | 98.1 | 1.02 | 107.1 | -8.7 | 3.2 | -9.3 | 9.3
O=C(Cn1cc(SCc2ccc(Cl)cc2)c2ccccc21)N1CCOCC1 | -15.2 | -0.2 | -14.4 | 110.8 | 1.61 | 113.8 | -0.7 | 2.3 | 2.2 | -2.2
CC1CCCN(C(c2cccs2)c2nnnn2Cc2ccccc2)C1 (stereo unspecified) | 1.9 | -0.1 | 0.6 | 102.5 | 1.01 | 98.2 | -1.1 | 0.0 | -6.9 | 6.9
O=C(c1ccc2c(c1)C(=O)N(Cc1ccco1)C2=O)N1CCOCC1 | 1.3 | -0.1 | 5.8 | 97.3 | 0.96 | 98.8 | -0.3 | 0.4 | 5.1 | -5.1
Cc1nnc(SCc2ccccc2)n(N)c1=O | 3.4 | -0.5 | 16.9 | 87.7 | 1.31 | 96.9 | -3.4 | -0.8 | 6.0 | -6.0
Cc1ccc(NS(=O)(=O)c2cc(C(=O)N(C)C)ccc2C)cc1C | -3.8 | 0.0 | 9.6 | 99.6 | 0.76 | 103.7 | -2.9 | 3.7 | 4.3 | -4.3
COc1ccc(OC)c(S(=O)(=O)Nc2ccccc2C(=O)O)c1 | 2.0 | 0.2 | 5.5 | 98.5 | 1.22 | 98.2 | -4.7 | 2.0 | -6.2 | 6.2
CC(N=Cc1cccc(O)c1O)c1ccccc1 (stereo unspecified) | 8.8 | -0.1 | 8.0 | 98.6 | 0.88 | 90.7 | 1.0 | -0.8 | -14.7 | 31.2
Cc1ccc(Cl)cc1N1CCN(CC(O)COCc2ccco2)CC1 (stereo unspecified) | 12.7 | -0.4 | 23.6 | 79.1 | 0.95 | 88.5 | -2.7 | -0.8 | 28.2 | -28.2
NCC[C@H](O)C(=O)N[C@@H]1C[C@H](N)[C@@H](O[C@H]2O[C@H](CN)[C@@H](O)[C@H](O)[C@H]2O)[C@H](O)[C@H]1O[C@H]1O[C@H](CO)[C@@H](O)[C@H](N)[C@H]1O | 22.3 | -0.3 | 8.9 | 94.2 | 1.15 | 79.7 | -0.5 | 0.8 | 7.7 | -7.7
O=C(CNc1cccc2ccccc12)N/N=C/c1cccc(Oc2ccccc2)c1 | 1.0 | -0.3 | -7.4 | 106.6 | 0.8 | 99.1 | -6.1 | 1.7 | -4.0 | 4.0
COc1ccc(-c2nn(CCC#N)cc2/C=N/O)cc1OC | 1.1 | -0.1 | 4.3 | 100.6 | 1.19 | 100.5 | -0.4 | 1.6 | 15.6 | -15.6
COC(=O)c1c(C(=O)OC)c2ccncn2c1Cl | 0.7 | -0.2 | 6.3 | 94.7 | 1.15 | 96.8 | -0.6 | 2.2 | 12.7 | -12.7
Cc1ccc2c(c1)sc1ncc(NC(=O)c3ccccc3)c(=O)n12 | -1.1 | 0.6 | 4.2 | 99.1 | . | 101.1 | . | . | 1.7 | -1.7
OC(COC(c1ccccc1)c1ccccc1)CN1CCc2ccccc2C1 (stereo unspecified) | 4.6 | -0.5 | -18.2 | 116.3 | 0.99 | 95.2 | -3.5 | 1.1 | 5.1 | -5.1
O=C(CCc1ccccc1)Nc1ncn[nH]1 | 1.9 | -0.3 | 10.1 | 93.4 | 1.15 | 98.2 | -9.6 | 1.4 | -6.0 | 6.0
O=C(Nc1ccc(Cl)c(S(=O)(=O)N2CCOCC2)c1)c1cn2ccccc2n1 | 1.6 | -0.3 | 10.1 | 92.2 | 0.84 | 99.1 | -5.3 | 1.9 | -25.5 | 25.5
Cc1ccc2nc(NC(=O)CCNS(=O)(=O)c3ccc(Br)s3)sc2c1 | -1.7 | -0.4 | 4.4 | 99.2 | 1.62 | 101.5 | 2.4 | 2.1 | 6.3 | -6.3
